Screens deposited in PubChem BioAssay by several laboratories.
NSD2 HMT inh = inhibitors of human histone methyltransferase NSD2; O96028; NSD2 peptide methylation, AlphaScreen, 120 min; inhibition, % at 12.5 µM; 0.54% of 310,000 active; AID 743445; in the data active means inhibition above about 50%
Target sequence (O96028 whole entry, looked up): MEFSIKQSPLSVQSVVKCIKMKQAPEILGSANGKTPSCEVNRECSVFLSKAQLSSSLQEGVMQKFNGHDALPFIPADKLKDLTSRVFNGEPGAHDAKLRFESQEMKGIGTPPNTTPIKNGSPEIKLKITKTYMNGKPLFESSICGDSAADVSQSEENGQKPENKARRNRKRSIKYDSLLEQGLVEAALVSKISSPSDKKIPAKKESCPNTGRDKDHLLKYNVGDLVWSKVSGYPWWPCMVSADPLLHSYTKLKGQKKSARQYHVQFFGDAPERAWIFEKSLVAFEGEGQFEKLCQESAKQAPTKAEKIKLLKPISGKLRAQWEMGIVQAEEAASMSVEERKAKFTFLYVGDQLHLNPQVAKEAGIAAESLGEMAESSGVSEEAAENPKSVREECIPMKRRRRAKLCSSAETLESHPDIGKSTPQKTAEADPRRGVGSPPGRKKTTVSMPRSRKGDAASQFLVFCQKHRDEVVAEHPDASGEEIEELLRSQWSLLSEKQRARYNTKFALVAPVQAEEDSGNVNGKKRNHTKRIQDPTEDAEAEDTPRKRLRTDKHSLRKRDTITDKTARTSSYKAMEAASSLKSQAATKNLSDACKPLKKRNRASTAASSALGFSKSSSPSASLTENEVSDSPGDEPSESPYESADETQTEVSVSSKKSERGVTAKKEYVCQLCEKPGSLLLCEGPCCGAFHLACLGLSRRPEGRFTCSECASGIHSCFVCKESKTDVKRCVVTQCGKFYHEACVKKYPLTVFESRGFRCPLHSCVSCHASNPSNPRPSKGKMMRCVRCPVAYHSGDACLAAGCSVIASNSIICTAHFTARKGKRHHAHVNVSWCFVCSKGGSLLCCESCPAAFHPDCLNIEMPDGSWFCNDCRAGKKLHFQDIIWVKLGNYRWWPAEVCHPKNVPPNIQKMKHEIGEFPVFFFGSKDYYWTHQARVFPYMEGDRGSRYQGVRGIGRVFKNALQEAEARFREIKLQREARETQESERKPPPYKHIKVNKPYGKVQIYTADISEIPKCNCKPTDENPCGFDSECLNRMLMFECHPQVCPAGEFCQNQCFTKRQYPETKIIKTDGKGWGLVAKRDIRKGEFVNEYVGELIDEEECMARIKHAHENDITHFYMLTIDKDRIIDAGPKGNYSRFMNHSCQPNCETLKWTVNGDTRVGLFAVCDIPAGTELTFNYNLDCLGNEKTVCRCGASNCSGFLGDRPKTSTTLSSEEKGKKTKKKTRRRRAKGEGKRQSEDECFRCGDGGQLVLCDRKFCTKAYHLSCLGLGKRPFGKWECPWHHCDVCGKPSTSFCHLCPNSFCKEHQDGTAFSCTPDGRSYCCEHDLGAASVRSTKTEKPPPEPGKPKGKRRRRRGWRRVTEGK
DSG3 Ab inh = inhibitors of pemphigus antibody binding to human desmoglein-3; AID 588358; binding (percent of control), % at 10 µM; DSG3-coupled beads, scFv-anti-DSG3-GFP binding, flow cytometry; hits give low values; 0.48% of 310,000 active; P32926;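 active means binding more than 3 SD below its plate's average and above zero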;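 further: hits lower antibody fragment binding to DSG3; some compounds called inactive have numbers as strong as hits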
Arrestin-AP2 inh = blocks beta-arrestin peptide binding to AP2 adaptin. FITC-arrestin peptide / GST-AP2 beads, flow cytometry; AP2 beta2 appendage carries R879A mutation. inhibition, % at 10 µM. 0.31% of 340,000 active;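 active means inhibition above a set limit, near 3 SD of compounds lacking own fluorescence, cut at about 54% in these data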;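 further: plate controls were DMSO wells for no effect and 5 µM unlabelled arrestin peptide for full effect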
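System: GST-AP2 R879A bound to glutathione beads, E. coli-expressed. Also added: 50 nM FITC-arrestin peptide. Schedule: compound with beads 12 min RT, then probe 1 h RT. Signal: bead flow cytometry, FITC channel. Read-out basis: percent response.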
DAGLB inhibitor = blocks human DAGLB lipase activity. inhibition, % at 5.17 µM. HEK293T DAGLB membrane lysate, EnzChek fluorogenic substrate. Q8NCG7. AID 504411. 0.059% of 340,000 active; in the data active means inhibition above about 34%;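 further: 0% = enzyme with vehicle and 100% = wells lacking enzyme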
V-ATPase pHluor = regulators of yeast V-ATPase proton transport; S. cerevisiae, pHLuorin cytosolic pH fluorescence; response, % at 10 µM; 0.37% of 350,000 active; in the data active means response mostly above about 7.3%, no sharp cut-off; inactive means mostly below about 5.4%; further: actives read high; inactives centre near 0; some compounds called inactive have numbers as strong as hits; reference of the scale not given here
Active calls of the source: *; / = not tested or not shown.

V-ATPase pHluor	DAGLB inhibitor	Arrestin-AP2 inh	NSD2 HMT inh	DSG3 Ab inh	mol
-4	/	27	/	94	Cc1nn2c(NCc3ccccn3)c3c(nc2c1-c1ccccc1)CCC3
-4	/	-20	/	108	COc1ccc(C2=NOC(COc3ccc4c(C)cc(=O)oc4c3)C2)c(OC)c1 (stereo unspecified)
0	/	-5	/	110	N#C/C(C(N)=O)=C1/CCCN1Cc1ccccc1
6	/	4	/	104	O=C(O)CC1c2ccccc2CCN1S(=O)(=O)c1cccs1 (stereo unspecified)
3	/	-4	/	109	O=C(Oc1ccccc1)c1cccc2cccc(C(=O)Oc3ccccc3)c12
3	/	25	/	101	O=C(N/C=C/c1ccco1)Nc1cccc(Cl)c1
-7	/	5	/	100	COc1ccc(Nc2ccc(OC)cc2)cc1
3	/	13	/	113	C=CCON1C(=O)C(=O)N(OCC=C)[C@H]2CCCC[C@H]21
/	-3	/	-4	99	COc1ccccc1C1SCCN1S(=O)(=O)c1ccccc1 (stereo unspecified)
/	2	/	9	98	CCCC(C(=O)NC(C)(C)C)N(Cc1ccccc1)C(=O)c1snc(C(N)=O)c1N (stereo unspecified)
/	-2	/	0	100	Cc1ccc(C(=O)NCCc2nnc3ccc(SCC(=O)Nc4nnc(C)s4)nn23)cc1
/	-1	/	3	101	Cc1cccc(-n2ncc3c2CCCC3NC(=O)c2ccncc2)c1C (stereo unspecified)
/	2	/	0	98	Cc1ccn(CC(=O)N2CCCC(N3CCN(c4cccc(C(F)(F)F)c4)CC3)C2)n1 (stereo unspecified)
/	-2	/	-1	91	COc1ccc(NC(=O)CSc2nnc3n2CCCCC3)cc1OC
/	-1	/	-1	98	CC(=O)c1ccc(OCC(=O)Nc2ccc3c(c2)OCO3)cc1
/	1	/	1	100	COc1cccc(C(=O)Nc2ccc3nc4n(c(=O)c3c2)CCCCC4)c1
/	2	/	0	99	Cc1ccc(S(=O)(=O)NCc2ccccc2)cc1C(=O)NCc1ccncc1
/	0	/	5	101	COc1ccccc1Cn1c(=S)[nH]c2cc(C(=O)N3CCCC(C)C3)ccc2c1=O (stereo unspecified)
/	3	/	-3	101	CC1CCCC(NC(=O)CCN2C(=O)COc3ccccc32)C1C (stereo unspecified)
/	-3	/	0	99	O=C(NCCc1cn[nH]c1)c1ccc2oc(CCc3ccccc3)nc2c1
/	-2	/	-6	96	COc1ccc(OC)c(NC(=O)CCNC(=O)N2CC(=O)Nc3ccccc32)c1
/	-2	/	-1	100	CN(Cc1ccc(F)cc1)S(=O)(=O)c1ccc2[nH]c(=O)[nH]c2c1
/	-1	/	2	102	COc1ccc(C)cc1NC(=O)Cc1csc(NC(=O)Nc2ccccc2OC)n1
/	-2	/	1	91	O=C(NCc1cccs1)c1ccc(CS(=O)Cc2ccc(Cl)cc2)o1 (stereo unspecified)
/	1	/	-7	96	Cc1cccc(NC(=O)c2sc3nc(C)nc(N4CCOCC4)c3c2C)c1
/	2	/	-2	95	Cc1ccc(SCc2c(C(=O)N/N=C/c3ccco3)nnn2-c2nonc2N)cc1
/	2	/	-4	101	Cc1cc(S(=O)(=O)Nc2ncnc3sccc23)ccc1F
/	2	/	-1	102	COc1ccc(C(=O)N/C(=C\c2ccc(Cl)cc2)C(=O)NCc2ccncc2)cc1
/	0	/	1	98	Cc1ccc(S(=O)(=O)N2CCCCC2)cc1NC(=O)COC(=O)c1cccc(O)c1
/	-4	/	-6	94	CCCCOC(=O)c1ccc(NC(=O)COC(=O)C2CC2C)cc1 (stereo unspecified)
/	-2	/	0	99	CC(=O)c1ccc(NC(=O)CN2CCN(S(=O)(=O)c3ccc4c(c3)OCCO4)CC2)cc1
/	0	/	0	98	COc1ccc(CN(C)C(=O)CCNS(=O)(=O)c2ccccc2)c(OC)c1
/	-1	/	-4	100	COc1ccc(C(CNC(=O)CSc2ccccc2)N2CCOCC2)cc1 (stereo unspecified)
/	-3	/	1	98	COc1cc(C)c(CN2CCN(C(=O)CCC(=O)c3ccc(C)s3)CC2)cc1OC
/	0	/	12	97	COc1ccc(OCC(=O)Nc2ccc3c(c2)nc(CCN2CCN(c4ccccn4)CC2)n3C)cc1
/	3	/	1	96	CCc1noc(C)c1C(=O)N1CCCC(Nc2cccc(F)c2)C1 (stereo unspecified)
/	-2	/	3	106	CC1=C(C(=O)Nc2cccc(C(=O)NCC(C)c3ccccc3)c2)SCCO1 (stereo unspecified)
/	2	/	-3	97	Cc1ccc(S(=O)(=O)N2CCOCC2)cc1NC(=O)COC(=O)COc1ccc(C#N)cc1
/	-1	/	-7	97	COc1ccccc1NC(=O)C(CC(=O)O)Cc1cc(C)cc(C)c1 (stereo unspecified)
/	3	/	21	104	Cc1nc2sccn2c(=O)c1S(=O)(=O)NCC1CCN(Cc2ccc(Cl)cc2)CC1

Entries of single compounds, quoted from the list. Order of values: V-ATPase pHluor	DAGLB inhibitor	Arrestin-AP2 inh	NSD2 HMT inh	DSG3 Ab inh
`COc1ccc(NC(=O)CSc2nnc3n2CCCCC3)cc1OC` across the screens: /	-2	/	-1	91
`CCCC(C(=O)NC(C)(C)C)N(Cc1ccccc1)C(=O)c1snc(C(N)=O)c1N` (stereo unspecified) across the screens: /	2	/	9	98

Carrying on:
V-ATPase pHluor	DAGLB inhibitor	Arrestin-AP2 inh	NSD2 HMT inh	DSG3 Ab inh	mol
/	-5	/	-2	93	O=C(COC(=O)c1cc(S(=O)(=O)N2CCCCC2)ccc1Cl)NC1CCCCC1
/	-6	/	-1	100	O=C(NC(CC(=O)N1CCN(c2ccccc2)CC1)c1ccccc1)c1ccccc1 (stereo unspecified)
/	3	/	6	99	CCn1cc(/C=C(\NC(=O)c2ccccc2)C(=O)NCCCn2ccnc2)c2ccccc21
/	-3	/	1	100	Cc1ccc(S(=O)(=O)N(CC(=O)NC2CC3CCC2C3)c2ccccc2)cc1 (stereo unspecified)
/	0	/	5	99	O=C(OCn1nnc2ccccc2c1=O)c1ccc(F)c(S(=O)(=O)N2CCOCC2)c1
/	-1	/	-2	99	CC(=O)Oc1ccc(-c2csc(Nc3ccccn3)n2)cc1
/	2	/	-1	94	COc1cc(/C=C/C(=O)OCC(=O)Nc2ccc3[nH]c(=O)[nH]c3c2)ccc1OC(F)F
/	-1	/	-4	99	CCCn1nc(C(=O)Nc2cccc(S(=O)(=O)N3CCOCC3)c2)c2ccccc2c1=O
/	3	/	16	117	Cc1ccc(OCC(=O)Nc2ccc3c(c2)nc(CCN2CCCC2)n3C)cc1
/	2	/	-4	96	CCCc1ccc(S(=O)(=O)N2CCN(C(=O)c3cc(C)on3)CC2)cc1
/	1	/	-3	96	COCCNc1oc(/C=C/c2cccs2)nc1S(=O)(=O)c1ccccc1
/	-2	/	2	99	COc1ccccc1N1CCN(C(=O)CCCn2c(=S)[nH]c3ccccc3c2=O)CC1
/	1	/	0	100	CCCCn1c(N)c(N(CC(C)C)C(=O)CCN2C(=O)C3CC=CCC3C2=O)c(=O)[nH]c1=O (stereo unspecified)
/	-1	/	-2	100	O=C(/C=C/c1ccc(F)cc1)Nc1cc(S(=O)(=O)N2CCOCC2)ccc1N1CCOCC1
/	1	/	1	100	Cc1ccc(S(=O)(=O)N2CCOCC2)cc1C(=O)NCCCN1CCCC1=O
/	-2	/	1	101	O=C(COC(=O)c1c(F)cccc1F)NC(=O)NCc1ccccc1

Rewritten with tabs: part of the list above
Molecule	V-ATPase pHluor	DAGLB inhibitor	Arrestin-AP2 inh	NSD2 HMT inh	DSG3 Ab inh
CCCc1ccc(S(=O)(=O)N2CCN(C(=O)c3cc(C)on3)CC2)cc1	/	2	/	-4	96
COCCNc1oc(/C=C/c2cccs2)nc1S(=O)(=O)c1ccccc1	/	1	/	-3	96
COc1ccccc1N1CCN(C(=O)CCCn2c(=S)[nH]c3ccccc3c2=O)CC1	/	-2	/	2	99
CCCCn1c(N)c(N(CC(C)C)C(=O)CCN2C(=O)C3CC=CCC3C2=O)c(=O)[nH]c1=O (stereo unspecified)	/	1	/	0	100
O=C(/C=C/c1ccc(F)cc1)Nc1cc(S(=O)(=O)N2CCOCC2)ccc1N1CCOCC1	/	-1	/	-2	100
Cc1ccc(S(=O)(=O)N2CCOCC2)cc1C(=O)NCCCN1CCCC1=O	/	1	/	1	100

Further structures follow:
V-ATPase pHluor	DAGLB inhibitor	Arrestin-AP2 inh	NSD2 HMT inh	DSG3 Ab inh	mol
/	-2	/	0	103	O=C(CCS(=O)(=O)c1ccc(F)cc1)Nc1nccs1
/	1	/	6	102	O=C(Nc1ccc(-c2ccco2)cc1)C1CCCN(Cc2ccco2)C1 (stereo unspecified)
/	2	/	-2	98	O=C(N/N=C/c1ccc(Cl)cc1)c1ccc2nc[nH]c2c1
/	-6	/	-1	98	COc1ccc(-c2noc(CN(C)C(=O)CCCN3C(=O)[C@H]4CC=CC[C@H]4C3=O)n2)cc1
/	-1	/	-2	105	NS(=O)(=O)c1ccc(CCNC(=O)CSc2nc3c(sc(=S)n3-c3ccccc3)c(=O)[nH]2)cc1
/	-2	/	-4	99	O=C(OCc1ccccc1F)c1cc(S(=O)(=O)N2CCCCC2)ccc1N1CCOCC1
/	7	/	4	100	CC(=O)c1c(C)[nH]c(C(=O)Nc2ccc(N3CCCCCC3)cc2)c1C
/	-2	/	1	99	Cc1cccc(C)c1NC(=O)CN1CCN(C(=O)c2cc(C3CC3)nn2-c2ccccc2)CC1
/	2	/	21	98	C=CCN1C(c2cccc(C(F)(F)F)c2)=CS/C1=C(\C#N)c1nnc(N2CCOCC2)n1-c1ccccc1
/	3	/	11	100	COc1ccc(/C=C(/NC(=O)c2ccc(Br)o2)C(=O)Nc2cccc(C(=O)O)c2)cc1
/	3	/	-2	105	COc1ccc(-c2nc(S(=O)(=O)c3ccccc3)c(N3CCCC3)o2)cc1
/	-4	/	-1	98	O=P(c1ccccc1)(c1ccccc1)c1ccccc1C(Br)Br
/	-3	/	-3	101	O=C(NC1CCCc2c1cnn2-c1ccccc1F)c1ccncc1 (stereo unspecified)
/	-2	/	-3	102	CC(C)(C)c1nnc(NC(=O)CCC2CCCCC2)s1
/	-1	/	-3	101	CN(C)S(=O)(=O)n1cc(/C=C(\NC(=O)c2ccccc2F)C(=O)NCCN2CCOCC2)c2ccccc21
/	4	/	2	98	C[C@H](NC(=O)C1CCN(S(=O)(=O)c2ccccc2)CC1)C(=O)NCc1ccncc1
/	0	/	-1	94	COc1ccccc1N(C)S(=O)(=O)c1ccc(C(=O)N(C)Cc2cccc(OC)c2OC)cc1
/	-1	/	-11	99	COc1cc(NC(=O)C2CC(c3ccccc3O)=NO2)cc(OC)c1OC (stereo unspecified)
/	2	/	-2	98	O=C(O)c1ccc(S(=O)(=O)N2CCCCCCC2)cc1

These rows are one share of the data, so the mix of outcomes need not match the whole.
